NPYLR7 ag – activates Aedes aegypti NPYLR7 receptor; HEK293T NPYLR7/Galpha15, GCaMP6s calcium fluorescence; activation, % at 10 µM; 270,000 compounds, 0.15% hits; in the data active means activation above about 40%;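 further: 0% = vehicle and 100% = reference agonist at the receptor; some compounds past the cut are filed as inactive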
mcGAS inh – inhibitors of mouse cGAS | recombinant cGAS, Kinase-Glo ATP depletion luminescence | inhibition, % at 12.5 µM | 160,000 compounds, 0.15% hits | AID 1259399;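 further: 0% = negative control wells and 100% = reference inhibitor with no enzyme activity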
hcGAS inh – human cGAS inhibition; recombinant h-cGAS, ATP depletion, Kinase-Glo luminescence; inhibition, % at 12.5 µM; 290,000 compounds, 0.081% hits; AID 1259398;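 further: 0% = vehicle reaction and 100% = reaction without DNA for no activity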
Target sequence (Q8N884 whole entry, looked up): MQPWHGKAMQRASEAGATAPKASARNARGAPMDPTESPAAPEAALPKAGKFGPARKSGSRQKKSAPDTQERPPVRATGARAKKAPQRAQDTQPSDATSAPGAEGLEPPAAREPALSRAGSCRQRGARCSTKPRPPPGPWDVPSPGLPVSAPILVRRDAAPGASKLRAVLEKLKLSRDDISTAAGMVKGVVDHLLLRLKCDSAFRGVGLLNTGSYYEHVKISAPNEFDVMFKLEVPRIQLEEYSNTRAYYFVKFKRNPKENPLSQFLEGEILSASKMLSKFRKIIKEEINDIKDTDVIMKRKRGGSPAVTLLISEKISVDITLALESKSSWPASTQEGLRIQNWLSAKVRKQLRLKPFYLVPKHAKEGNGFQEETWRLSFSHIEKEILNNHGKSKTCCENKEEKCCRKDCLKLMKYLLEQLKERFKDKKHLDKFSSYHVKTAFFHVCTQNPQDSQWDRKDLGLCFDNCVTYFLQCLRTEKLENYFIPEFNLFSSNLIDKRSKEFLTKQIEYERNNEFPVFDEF
Numbers without * were called inactive; nt = not tested or not shown; & = joins results of further samples. Unless noted, no stated cut-off is given here; in the data, active means inhibition above about 40%; inactive means the rest. This is a random part of the collection; overall some 0.29% were active at least once.

mol,NPYLR7 ag,mcGAS inh,hcGAS inh
CCOc1cccc(N2CCN(C(=O)C3CCC3)C(C)C2=O)c1 (stereo not given),16.8,-5.3,-2.9
CN1CCN(C(CNS(=O)(=O)c2cc(F)ccc2F)c2cccnc2)CC1 (stereo not given),1.9,nt,-4.5
CCn1ccnc1CN1C[C@@H]2CN(C(=O)C3CC3)C[C@]2(C(=O)O)C1,1.5,nt,-0.5
CCN1CCN(C(c2cccc(F)c2)C2Sc3ncnn3C2=O)CC1 (stereo not given),-3.1,-8.2,-4.4
CC(C)COc1ccc(NC(=O)C2CC2c2cnn(C)c2)cc1Cl (stereo not given),0.6,nt,-4.3
CC(C)N(Cc1ccccc1)S(=O)(=O)c1cc2c3c(c1)CCN3C(=O)CC2,8.3,nt,-3.9
OCCOc1cccc(-c2nccn2-c2ccc(CCO)cc2)c1,-1.7,nt,-2.3
O=S(=O)(c1ccccc1)N(CCN1CCOCC1)Cc1cc(Cl)ccc1OCc1nc(CO)cs1,4.5,-2.1,0.4
CCCNC(=O)C1(C)CCCN(Cc2ccc(-c3ccccc3)cc2)C1 (stereo not given),-2.1,2.3,4.2
COc1ccc(-c2cc(C(=O)O)n(-c3ccccc3Cl)n2)cc1,2.1,nt,-4.5
COc1cccc(Cc2nsc(N3CCC(n4c(=O)[nH]c5ccccc54)CC3)n2)c1,4.8,-3.3,-3.9
CC(=O)c1cccc(NC(=O)NC2CC(=O)N(CCc3ccccc3)C2)c1 (stereo not given),9.9,nt,-0.5

An excerpt from above with just hcGAS inh:
SMILES | hcGAS inh
CCn1ccnc1CN1C[C@@H]2CN(C(=O)C3CC3)C[C@]2(C(=O)O)C1 | -0.5
CCN1CCN(C(c2cccc(F)c2)C2Sc3ncnn3C2=O)CC1 (stereo not given) | -4.4
CC(C)COc1ccc(NC(=O)C2CC2c2cnn(C)c2)cc1Cl (stereo not given) | -4.3
CC(C)N(Cc1ccccc1)S(=O)(=O)c1cc2c3c(c1)CCN3C(=O)CC2 | -3.9

3 structures from above, ordered by number of heavy atoms, lowest first:
mol,NPYLR7 ag,mcGAS inh,hcGAS inh
CCOc1cccc(N2CCN(C(=O)C3CCC3)C(C)C2=O)c1 (stereo not given),16.8,-5.3,-2.9
CCn1ccnc1CN1C[C@@H]2CN(C(=O)C3CC3)C[C@]2(C(=O)O)C1,1.5,nt,-0.5
CN1CCN(C(CNS(=O)(=O)c2cc(F)ccc2F)c2cccnc2)CC1 (stereo not given),1.9,nt,-4.5

Other compounds
mol,NPYLR7 ag,mcGAS inh,hcGAS inh
Cc1cc(-c2c(-c3ccccc3)ncn2CCS(C)(=O)=O)n[nH]1,nt,-11.3,-8.2
Cc1cccc(OCCSc2nc3ccccc3n2CC(=O)O)c1,-29.3,3.0,11.8
CC(=O)n1cc(/C=C2/C(=O)NC(=S)N(c3ccccc3)C2=O)c2ccccc21,5.7,nt,-0.7
COC(=O)C1=C(C)NC(C)=C(C(=O)OC)C1C(=O)O,5.4&16.4,-5.7&-3.8,-4.0&-2.0
CCCc1nc(C(=O)Nc2ccc(NC(=O)CC)c(Cl)c2)cs1,11.9,-16.8,-0.9
Cc1cc(O)c(C(c2ccncc2)N2CCN(c3ccc(F)cc3)CC2)c(=O)n1Cc1cccnc1 (stereo not given),11.7,nt,-8.5
O=C(NN=Cc1ccc2c(c1)OCO2)c1sc2ccccc2c1Cl,-4.9,-6.1,-6.5
CCC(C)NC(=O)N1CCC(n2nccc2NC(=O)Nc2cccc(F)c2)CC1 (stereo not given),19.0,-10.7,-5.6
COc1cc(-c2nccn2C2CCCCCC2)ccc1OCC(N)=O,-3.6,nt,0.2
COc1ccccc1NC(=O)Cc1noc(C2CC2C)n1 (stereo not given),8.0,-8.2,-11.8
CCNC(=O)Nc1ccc(N(C)C)c(CN(Cc2ccc(F)cc2)C(=O)NC(C)(C)C)c1,-0.2,-2.5,1.9
COc1ccccc1C(NC(=O)C1CCN(CCc2ccc(Br)cc2)CC1)c1ccccn1 (stereo not given),4.3,-3.9,-5.3
CN(C)S(=O)(=O)c1ccc(C(=O)NCc2n[nH]c(=S)n2-c2cccc(C(F)(F)F)c2)cc1,-1.1,-6.7,-3.9
CC(C)N(Cc1cnn(C)c1)C(=S)NC1CCCCC1,14.5,nt,-10.6
CC(=O)NC1CCCN(C(=O)C2CCS(=O)(=O)C2)C1 (stereo not given),2.7,nt,-6.5
COCCCN(Cc1ccsc1)Cc1ccc(C(O)(c2cccs2)c2cccs2)o1,10.6,-6.4,-8.8
CCc1cnc(C)nc1NCC1CCCNC1 (stereo not given),4.5,nt,-3.0
COc1ccc(N2CCN(C(=O)c3ccc([N+](=O)[O-])cc3)C(C)C2=O)cc1OC (stereo not given),-8.8,-5.4,-5.2
O=C(CN1C(=O)NC2(CCc3ccccc32)C1=O)NCCOc1ccccc1 (stereo not given),-7.3,nt,-1.8
CCc1cccc(Oc2cc(C)nc(SCc3cccc(C(F)(F)F)c3)n2)c1,25.6,-5.3,-4.4
COc1ccc(CC(=O)OCc2cc(Cl)c3c(c2)OCCCO3)cc1F,3.9,nt,-8.3
CCc1nnsc1C(=O)NC(c1nccn1C)C1CC1 (stereo not given),25.1,nt,-4.9
COc1ccc(Cl)cc1NC(=O)Cn1nc(C(F)(F)F)cc1C,0.9,nt,-2.0
c1ccc(CSc2nn3cc(-c4ccccc4)nc3s2)cc1,0.1,nt,-3.3
Cc1nc(CNC(=O)CSc2nc3ccccc3c(=O)[nH]2)cs1,1.5,nt,-5.5
Cn1nc(-c2ccccc2)c(CN(Cc2ccco2)CC(O)COCc2ccccc2)c1Oc1ccccc1 (stereo not given),12.1,-5.7,-2.2
CCOC(=O)C1(CCOc2ccccc2)CCN(Cc2ccc3nsnc3c2)CC1,0.1&-0.4,-6.6&-2.1,-6.0&-1.9
COC(=O)C1CCN(C(=O)CC(c2ccccc2)c2ccccc2Cl)CC1 (stereo not given),3.9,nt,-2.4
COc1ccc(OC)c(-n2cnnn2)c1,0.9,nt,-3.4
Cc1nc2c(c(NCCCN3CCCC3=O)n1)CNC2,-17.4,nt,-2.5
CSc1ccc(CN(Cc2ccco2)C(=O)c2ccccc2C(F)(F)F)cc1,-8.6,-4.4,-6.4
Cc1ccc(S(=O)(=O)/C(C#N)=C/N2CCN(Cc3ccccc3)CC2)cc1,1.7,nt,-6.3
CCC(C)NC(=O)Cn1c(N)nc(C#N)c1C#N (stereo not given),4.3&-2.1,nt,1.5&9.6
CCCCCCN(C(=O)c1cccc(Br)c1)C(CC)c1nc2ccccc2c(=O)n1-c1cccc(Cl)c1 (stereo not given),nt,-3.7,-5.7
CSc1ccc(-c2nc(CN3CCn4nc(C)cc4C3)c(C)o2)cc1,2.0,nt,3.0
CCOc1cccc2c1OC[C@@H]1CN(CCC#N)C(=O)CCN(C(=O)COC)[C@H]21,26.7,-5.1,-2.8

Single values from the list.
In hcGAS inh, CCOc1cccc2c1OC[C@@H]1CN(CCC#N)C(=O)CCN(C(=O)COC)[C@H]21 is entered as -2.8
In hcGAS inh, Cc1nc(CNC(=O)CSc2nc3ccccc3c(=O)[nH]2)cs1 is entered as -5.5

New compounds follow:
mol,NPYLR7 ag,mcGAS inh,hcGAS inh
CC(C)[C@H]1CC[C@H](C)C[C@@H]1OCC(=O)NCCCOc1cccc([N+](=O)[O-])c1,-5.6,nt,-9.5
CCC(C)NC(=O)c1ccc(CSc2nnc(C)n2-c2ccccc2C)cc1 (stereo not given),20.4,-4.6,-3.1
CCCn1nccc1NC(=O)NCC1CCc2ccccc2N1 (stereo not given),-12.7,nt,4.7
Cc1ccc(Cn2ncc3c(C(F)(F)F)cc(-c4ccco4)nc32)o1,5.2,nt,-6.1
Cc1ccccc1-n1nnnc1-c1nc2ccccc2[nH]1,-11.2,-11.3,-6.9
CN(C)C(=O)CNC(=O)C1(c2ccc(Cl)cc2)CC1,-3.3,nt,-1.4
O=C(Nc1cccc(C2SCC(=O)N2c2ccc(C(F)(F)F)cc2)c1)C(Cl)c1ccccc1 (stereo not given),3.9,-3.6,-5.2
CC(Sc1n[nH]c(/C=C/c2cccs2)n1)C(N)=O (stereo not given),1.7,1.1,-5.8
CSCC(=O)N1CCc2[nH]nc(-c3ccccc3F)c2C1,4.3,nt,-9.5
COC[C@H]1C[C@H]2C[C@@H](O)[C@H](NC(=O)c3ccccc3F)[C@]2(O)CO1,4.5,-1.6,5.2
C=CCn1c(SCc2ccc(C)cc2)nnc1C1CCS(=O)(=O)C1 (stereo not given),-10.6,nt,1.1
Cc1nc(N2CCC(C)CC2)ncc1-c1cc(=O)[nH]c(N2CCC(C)CC2)n1,-0.3,-7.2,-8.3
O=S(=O)(c1ccccc1)c1ccc(N2CCN(c3ccc(F)cc3)CC2)nn1,nt,-5.4,-2.1
CC(C)c1ccccc1-n1c(SCc2nc3ccccc3c(=O)[nH]2)nnc1-c1cccnc1,-3.3,nt,-9.0
CCOc1ncnc2c1sc1nc(N3CCOCC3)c3c(c12)CC(C)(C)OC3,2.9,nt,-10.3
O=C(CCc1cccnc1)N1CCC(c2ccnc(-c3cccc(O)c3)c2)C1 (stereo not given),6.6,nt,2.2
Cc1nc2n(n1)C(=O)C(C(c1ccc([N+](=O)[O-])cc1)N1CCC3(CC1)OCCO3)S2 (stereo not given),-3.9,nt,-7.9
O=C(c1ccc(Cl)cc1OC1CCN(Cc2ccccc2F)CC1)N1CCCCC1,-4.1,1.1,4.5
CC(Cn1ccnc1)NC(=O)Nc1ccc(N2CCCC2)c(Cl)c1 (stereo not given),0.0,nt,1.1
Cc1ccc(CN2CCN(Cc3cnn(-c4ccc(F)cc4)c3)CC2CCO)o1 (stereo not given),2.3,nt,-9.8
COc1cc(OC)c2ncc3c(=O)nc4ccccn4c3c2c1,1.2,nt,-4.7
CCn1cnc(NC(=O)N(C)Cc2cccc3ncccc23)n1,-0.8,nt,-8.8
O=C(Nc1ccc(F)cc1Cl)C1CC=CCC1 (stereo not given),0.9,-5.4,-1.0
CCc1nc2ccc(C(=O)N3CCN(C(=O)c4ccco4)CC3)cn2c1N(C)Cc1ccc(OC)cc1,10.8,-3.4,-4.2

As a working copy, seven of the compounds above.
mol,NPYLR7 ag,mcGAS inh,hcGAS inh
CC(C)c1ccccc1-n1c(SCc2nc3ccccc3c(=O)[nH]2)nnc1-c1cccnc1,-3.3,nt,-9.0
CCOc1ncnc2c1sc1nc(N3CCOCC3)c3c(c12)CC(C)(C)OC3,2.9,nt,-10.3
O=C(CCc1cccnc1)N1CCC(c2ccnc(-c3cccc(O)c3)c2)C1 (stereo not given),6.6,nt,2.2
Cc1nc2n(n1)C(=O)C(C(c1ccc([N+](=O)[O-])cc1)N1CCC3(CC1)OCCO3)S2 (stereo not given),-3.9,nt,-7.9
O=C(c1ccc(Cl)cc1OC1CCN(Cc2ccccc2F)CC1)N1CCCCC1,-4.1,1.1,4.5
CC(Cn1ccnc1)NC(=O)Nc1ccc(N2CCCC2)c(Cl)c1 (stereo not given),0.0,nt,1.1
Cc1ccc(CN2CCN(Cc3cnn(-c4ccc(F)cc4)c3)CC2CCO)o1 (stereo not given),2.3,nt,-9.8

Remaining list, next part:
mol,NPYLR7 ag,mcGAS inh,hcGAS inh
CCOC(=O)C1CCCN(C(=O)c2c(C3CC3)nn(-c3ccc(Cl)c(Cl)c3)c2C)C1 (stereo not given),-0.1,-7.7,-4.6
Cc1cccc(OCc2nc(CN(CCN3CCOCC3)C(=O)NC(C)(C)C)cs2)c1C,8.4,-8.7,-2.2
NC(=O)C1CCN(C(=O)C2CCCN(S(=O)(=O)N3CCCCC3)C2)CC1 (stereo not given),4.1,nt,1.6
O=C(NCC1CC1)c1nn(-c2cccc(Cl)c2)c(=O)n(Cc2cccc(Cl)c2)c1=O,-2.3,-4.0,-1.5
CC(C)C(=O)NNS(=O)(=O)c1ccc(F)cc1,-2.5,nt,-10.4
CCOC(=O)c1cc(-c2ccc(N3CCN(C(C)=O)CC3)cc2)n(-c2ccc(OC)cc2)n1,25.4,-2.6,-3.8
CC(=O)N1CCCN(C(C)C(=O)NC(C)c2ccccc2)CC1 (stereo not given),8.4,-6.7,-13.0
COC(=O)Cc1csc(N)n1,1.5,nt,-6.5
Cc1ccc(NC(=O)CSc2nnc(NC3CC3)s2)cc1,3.5,-8.3,-4.7
Cc1noc(C)c1CN1CCCC(C(N)=O)C1 (stereo not given),-1.3,-16.4,-11.3
C=Cc1ccc(S(=O)(=O)Nc2ccccc2C(=O)NCc2ccc3c(c2)OCO3)cc1,2.2,-8.0,-9.0
C=CCNC(=O)CCCC(=O)OCC(F)(F)C(F)F,-14.2,nt,-2.1
CCCC1CCCC(=C\c2ccc(OC)cc2)/C1=N\OC(=O)NCC (stereo not given),14.0,nt,-4.2
Cc1ccc(C(=O)NC(C)c2ccc(S(C)(=O)=O)cc2)cc1 (stereo not given),0.5,nt,-6.4
c1ccc2cc(-c3nc(-c4ccncc4)no3)ccc2c1,0.1,-1.2,-11.6
CCN(C(=O)CCNC(C)=O)c1nc2c(C)cccc2s1,10.1,-6.2,-4.0
